FLuc stim CS = affects firefly luciferase, flagging false hits in luciferase stimulation screens; ATPlite luciferase biochemical, luminescence, 10 min; 0 = ATP-free wells, 1 = DMSO control; activation factor at 10 µM; 200,000 tested, under 10 active; AID 1027;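 active means luciferase activation factor, scaled between plate controls, of at least 2 with compound at 10 µM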
Target sequence (P08659 whole entry, looked up): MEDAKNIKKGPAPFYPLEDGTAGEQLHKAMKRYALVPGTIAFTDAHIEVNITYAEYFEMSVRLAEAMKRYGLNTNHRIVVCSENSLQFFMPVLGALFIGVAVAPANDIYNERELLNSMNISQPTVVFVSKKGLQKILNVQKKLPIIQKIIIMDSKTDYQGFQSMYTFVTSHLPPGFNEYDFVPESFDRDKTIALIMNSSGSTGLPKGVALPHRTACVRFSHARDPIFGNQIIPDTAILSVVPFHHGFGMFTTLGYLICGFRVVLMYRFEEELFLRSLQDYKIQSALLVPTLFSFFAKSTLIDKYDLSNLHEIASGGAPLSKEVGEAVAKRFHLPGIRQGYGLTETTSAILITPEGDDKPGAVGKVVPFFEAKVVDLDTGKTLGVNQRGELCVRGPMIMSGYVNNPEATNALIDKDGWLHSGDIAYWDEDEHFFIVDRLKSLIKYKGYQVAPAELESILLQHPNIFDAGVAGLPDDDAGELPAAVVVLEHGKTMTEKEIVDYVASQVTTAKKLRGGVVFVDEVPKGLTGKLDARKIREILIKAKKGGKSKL
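Material: Luciferase/luciferin reagent mix; Doses: test compounds dosed from 2 mM stocks in 100% DMSO; Schedule: 10 min incubation after luciferase reagent addition, room temperature; Measured by: luminescence from luciferase reaction; Read-out: luminescence gain marking luciferase activators.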
FLuc inh counter = inhibits firefly luciferase, flagging false hits in luciferase inhibition screens | P08659 | ATPLite firefly luciferase biochemical luminescence, 10 min | inhibition, % at 10 µM | 200,000 tested, 1.5% active | AID 1006;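 active means inhibition above about 50% when tested at 10 µM, limit read from the data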
NF-kB neuron act = compounds increasing NF-kB expression in human neuronal cells. 190,000 tested, 1.6% active. fold change at 12.5 µM. NF-kB reporter expression; stronger effect = higher value; in the data active means fold change above about 3.3
APP 5'UTR act = activates APP 5'UTR luciferase reporter; SH-SY5Y APP 5'UTR luciferase reporter, luminescence; zero percent = DMSO vehicle wells; activation, % at 2 µM; 190,000 tested, 1% active;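 active means activation above a set limit, based on mean plus 3 SD of controls, cut at about 140% in these data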; further: values of inactives mirror those of a sister screen read the other way
G6PDH CS = counter-screen for G6PDH assay hits: L. mesenteroides G6PDH inhibition | 200,000 tested, 0.12% active | AID 1020 | inhibition, % at 5 µM | Purified L. mesenteroides G6PDH, diaphorase/resazurin coupled fluorescence, 45 min; in the data active means inhibition above about 50%
APP transl inh = APP translation inhibition; SH-SY5Y APP 5'UTR-luciferase reporter, luminescence; inhibition, % at 2 µM; 190,000 tested, 0.82% active; AID 1285;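 active means inhibition above a set limit, derived from the sample mean plus 3 SD, cut at about 45% in these data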; further: values of inactives mirror those of a sister screen read the other way
Efa HMGR inh = inhibitors of class II HMG-CoA reductase from Enterococcus faecalis | purified E. faecalis HMGR, NADPH absorbance 340 nm kinetic | 190,000 tested, 0.41% active | inhibition, % at 10 µM;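 active means inhibition above a set limit, the median over all tested compounds plus 3 SD, cut at about 9.5% in these data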;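 further: enzyme runs in reverse so mevalonate oxidation gives rising NADPH absorbance; 0% = complete reaction with DMSO and 100% = background rate lacking mevalonate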
Redox H2O2 prof = compounds producing H2O2 with reducing agent – biochemical, NIH compound library profiling, artefact control for MLSCN library redox annotation, primary screen; AID 878; activation, % at 10 µM; 200,000 tested, 0.03% active; DTT-dependent redox cycling H2O2, phenol red/HRP absorbance; 100% = 100 µM peroxide control, 0% = buffer;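 active means activation of at least 50% relative to the plate's high and low controls in the primary single-dose screen; inactive means activation below 50%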;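 further: compound incubated with DTT at 0.8 mM final as the reducing agent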
Hsp70 act = Hsp70 transcriptional activation, primary screen; HeLa Hsp70 promoter luciferase reporter, luminescence; scaled: vehicle 0, proteasome-inhibitor control 100%; activation, % at 10 µM; 200,000 tested, 0.04% active; AID 1203;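 active means activation above the mean across all tested compounds plus 3 SD, cutoff set per campaign, cut at about 5.5% in these data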;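 further: 100% = MG132 at 30 µM as the positive control and 0% = DMSO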
STAT1 activator = increases IFN-gamma driven STAT1 reporter signal. 200,000 tested, 2.6% active. AID 932. activation (% of control), % at 5.5 µM. NIH 3T3 STAT1-luciferase reporter, luminescence; 100% = IFN-gamma alone, no compound;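 active means activation above the screen-wide mean activation plus 3 SD, cut at about 130% in these data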;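 further: raw ratio to IFN-gamma control signal so 100% means no change and 0% no light; values of inactives mirror those of a sister screen read the other way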
Starred values were filed as active, the others as inactive; / = no result given.

structure	FLuc stim CS	FLuc inh counter	NF-kB neuron act	APP 5'UTR act	G6PDH CS	APP transl inh	Efa HMGR inh	Redox H2O2 prof	Hsp70 act	STAT1 activator
CCC(C)NC(=O)CSc1n[nH]c(-c2cc(Cl)ccc2OC)n1 (centres undefined)	1.1	-8	0.94	19	7	-19	-2	0.1	-0.2	101
COC(=O)c1c[nH]n2c(=O)c(Cc3ccc(F)cc3Cl)c(C)nc12	1	2	1	-16	15	16	-1	4.3	-0.2	98
CSCCC(NC(N)=O)C(=O)Nc1ccc(C)cc1 (centres undefined)	1.1	-11	1.4	-9	9	9	0	-0.4	-0.2	102
CNC(=O)/C(C#N)=C/c1ccc(-c2ccc(Cl)cc2)o1	0.9	9	1.9	58	5	-58	-2	13	-0.3	142*
COc1cc2c(cc1OC)CN(C(=O)COc1ccc(C)c(C)c1)CC2	1	-4	0.73	0	-25	0	-2	2.4	-0.3	100
Cc1ccc(C2C(C(=O)c3cccs3)=C(O)C(=O)N2CCN2CCOCC2)o1 (centres undefined)	1	0	1.5	-9	8	9	-7	1.4	-0.4	113
COc1cccc(NS(=O)(=O)c2ccc(Br)s2)c1	1	-1	1.2	29	1	-29	-12	-0.9	-0.4	97
O/N=C1\CC/C(=N\O)c2nn(-c3ccc(Cl)cc3Cl)nc21	1.1	-5	0.82	19	-1	-19	8	2.5	-0.1	108
O=C(CN1C(=O)CC(c2ccco2)Sc2ccccc21)NC1CCCCC1 (centres undefined)	1	-5	1.1	4	3	-4	-1	-1.5	0.0	99
CS(=O)(=O)N(CC(=O)Nc1ccccc1-c1ccccc1)c1ccccc1	1.1	-5	1.2	19	7	-19	-3	-0.8	-0.4	92
COc1cc(OC)nc(Oc2ccccc2C(=O)Oc2ccccc2Cl)n1	1.1	-7	0.89	5	3	-5	-1	10	0.1	96
Cc1ccc(S(=O)(=O)N(C)CCCC(=O)N2CCN(C=O)CC2)cc1	1	-1	1.2	-9	1	9	-1	1.3	-0.3	104
Cc1snc(S(=O)(=O)Cc2c(Cl)cccc2Cl)c1C#N	1	-3	1.1	5	1	-5	-6	-3.3	1.0	101
COC(=O)c1c(-c2ccc3ccccc3c2)csc1NC(=O)Cc1ccc(OC)c(OC)c1	1	-3	0.4	-2	4	2	-7	-5.1	-0.3	95
CCOC(=O)NC(=O)/C(C#N)=C\NNc1ncc(C(F)(F)F)cc1Cl	1.1	-6	0.94	13	1	-14	-5	-0.7	-0.4	102
Cc1ccc(S(=O)(=O)NC(C)C(=O)Nc2ccc(C(N)=O)cc2)cc1 (centres undefined)	1.2	-16	1	10	9	-10	-3	0.7	-0.1	103
CCN(CCn1cccn1)C(=O)CCc1nnc(-c2ccccc2)o1	1	-1	2.3	16	17	-16	1	-1.2	-0.2	124
CSc1ccccc1NS(=O)(=O)c1ccccc1	1	-1	1.4	0	4	0	4	0.9	-0.2	102
CC1Cc2nc(SCC(=O)Nc3nccs3)n(Cc3ccccc3)c(=O)c2S1 (centres undefined)	1	-4	1.5	20	1	-20	-7	-0.4	-0.2	99
COc1ccc(-c2ccc(Nc3ccc(S(=O)(=O)N4CCCC4)cc3)nn2)cc1OC	1	-4	0.5	26	2	-26	-7	1.9	-0.5	109
S=C(NN=C1C2CC3CC(C2)CC1C3)Nc1ccccc1	1.1	-5	0.91	33	-1	-32	-12	-0.1	-0.4	108
CCCCn1c(=O)n(Cc2cccc(F)c2)c(=O)c2c1ncn2Cc1ccco1	0.9	5	0.53	11	-2	-11	-1	1.5	-0.5	103
CC1CCN(C(=O)c2cc(-c3ccccc3O)on2)CC1	0.7	26	7.3*	134	3	-134	3	-0.3	0.1	113
COc1ccccc1C(=O)Nc1nnc(-c2ccc(F)cc2)o1	1	4	0.76	-3	4	3	1	0.0	-0.1	103
COc1ccccc1C(CNC(=O)c1ccc(S(=O)(=O)NCc2ccco2)cc1)N(C)C (centres undefined)	1.1	-8	1.1	-17	12	17	-1	-1.1	0.5	100
COc1ccc(NS(=O)(=O)c2cc(NC(=O)C3CCCO3)ccc2N2CCCC2)cc1 (centres undefined)	1.1	-11	0.91	1	19	-1	-4	-2.1	0.0	100
CC1CCN(c2c(NCC3CCC(C(=O)N4CCCC(C)C4)CC3)c(=O)c2=O)CC1 (centres undefined)	1.1	-7	1.2	-3	-9	3	-1	-0.7	-0.2	100
Cc1cc(NC(=O)CCC(=O)N(c2ccccc2)C(C(=O)NCC2CCCO2)c2cccnc2)no1 (centres undefined)	1.1	-10	1	-2	2	2	4	1.2	-0.1	99
COc1ccc(C2(C(=O)Nc3ccc(S(=O)(=O)Nc4nc(C)cc(C)n4)cc3)CCCC2)cc1OC	1	-2	0.97	-1	-1	1	4	-0.2	-0.1	99
COc1cc(CCCN2C(=S)NC[C@@H]2CCCCN)cc(OC)c1OC	1.1	-10	1.2	4	8	-4	2	0.4	-0.1	102
COCCNC(=O)CCc1c(C)nc2c(-c3ccc(F)cc3)c(C)nn2c1C	1	-1	1.1	8	0	-8	7	-1.1	0.1	100
COc1cccc(N2CCN(C(=O)Nc3ccc4c(c3)NC(=O)CO4)CC2)c1	1.1	-9	0.86	-21	5	21	-2	1.3	0.5	93
COC(=O)c1cc(C(=O)NC(C)(C)CC(C)(C)C)cc([N+](=O)[O-])c1	1	-1	1.1	3	14	-3	-6	-0.8	0.0	98
Cc1ccc[n+](CC(=O)Nc2c(Cl)cc(Cl)cc2Cl)c1	1.1	-6	1.1	11	7	-11	-1	-0.2	-0.2	99
Cc1ccc(C(=O)c2ccccc2C(=O)OCC(=O)NC(=O)NC(C)(C)C)cc1	1.1	-7	1.2	-3	-1	4	-1	0.2	-0.2	97
O=C1OCCC1Sc1nnc(-c2cccs2)n1Cc1ccccc1 (centres undefined)	1.1	-9	1.1	29	24	-29	-2	0.2	-0.3	97
CCOC(=O)Cn1cc(C(=O)c2ccco2)c2ccccc21	1	-4	1.6	13	4	-13	-3	0.9	0.1	99
Cn1c(=O)c2c(nc(NCCCO)n2CCc2ccccc2)n(C)c1=O	1.1	-9	0.97	-14	0	14	-3	-1.4	-0.2	98
Cc1nn(C)c(Cl)c1CN1CCCC(CO)(Cc2ccccc2)C1 (centres undefined)	1	-4	0.96	7	4	-7	-5	-1.4	-0.1	96
Cc1nnc(SCC(=O)NC2CCCCC2C)s1 (centres undefined)	1	-3	1	2	8	-2	1	-0.8	0.8	102
CN=C1S/C(=C\c2cc(C)n(-c3ccccc3F)c2C)C(=O)N1C	0.2	82*	0.61	120	-33	-120	-6	-4.8	0.2	100
Cc1cc2c(nc1C)CCCN2C[C@@H](C)O/N=C1/[C@H]2CCn3c(=O)n(-c4ccccc4)c(=O)n3[C@H]2[C@H](O)[C@@H]2O[C@H]12	1.1	-6	3.4*	-11	11	11	-5	0.2	0.7	100
CCn1c(-c2ccc(F)cc2)cnc1SCC(=O)N1CCc2ccccc21	1	5	1.1	8	-12	-8	-7	-0.2	-0.1	126
CCOC(=O)C1CCN(C(=S)NC2CCCC2)CC1	1.1	-6	1.1	0	5	0	-3	0.2	-0.2	104
CCOC(=O)C1CCN(C(=O)c2cc3cc4cc(OC)ccc4nc3o2)CC1	1	-5	1.5	54	-32	-54	-4	2.4	0.2	117
CN(C)c1ccc(NC(=S)NC(=O)/C=C/c2ccco2)cc1	1.1	-9	1.1	26	12	-26	0	1.2	0.0	109
CC1CCCC(C)N1CCNC(=O)C1CCN(S(=O)(=O)N2CCCCC2)CC1 (centres undefined)	1	-2	1	1	-3	-1	-7	2.7	0.0	112
CCC(C)(C)n1nnnc1C(C(C)C)N1CCSCC1 (centres undefined)	1.1	-7	0.95	-9	-2	9	-2	-0.2	0.0	91
CCC(=O)NNc1cccc(Cl)n1	1	-4	1.3	-8	3	8	3	-6.8	0.4	99
COc1ccc(C(C)=O)cc1COC(=O)c1ccc(N)c([N+](=O)[O-])c1	1.1	-6	1.7	-6	2	6	1	-1.0	-0.2	99
Cc1nc(C(C)(C)O)n(-c2ccccc2)n1	1.1	-7	1.9	-2	8	2	-10	-7.7	-0.4	98
Cc1cccc(N2C(=O)CSC2c2cccnc2)c1 (centres undefined)	1.1	-7	1.4	/	-3	/	-6	0.2	-0.5	110
Clc1ccc(-c2ccn[nH]2)cc1	0.9	6	1.3	20	11	-20	6	-0.1	0.1	122
C=CCNc1nc(C)nc(OC)n1	1.1	-6	1.2	-2	-2	2	-5	-0.4	0.0	107
CCOc1ccc(/C=N/NC(=O)C(C)Sc2ccccn2)cc1OCC (centres undefined)	1.1	-6	0.86	-4	-18	4	0	-0.3	-0.3	87
CCc1ccc(C2CC(c3ccc(Cl)cc3)=NNC2=O)cc1 (centres undefined)	1.1	-6	1	/	0	/	-1	0.2	-0.4	99
Brc1ccc2nc(-c3ccncc3)c(NC3CCCC3)n2c1	1	-4	0.98	8	6	-8	-4	3.4	0.1	83
COC(=O)c1[nH]c2ccc(C)cc2c1NC(=O)NC1CCCCC1	1	-5	1.4	-10	0	10	0	0.4	-0.4	102
O=C(NC1CCCC1)C1CCN(C(=O)c2ccc(-c3ccccc3)cc2)CC1	1	-2	1	1	12	-1	2	-0.1	-0.3	91
O=c1c2cnn(-c3ccccc3)c2nc(-c2ccco2)n1-c1ccccc1	1	1	0.45	11	2	-11	2	0.9	-0.2	103

The last three compounds of the part above come first, to join the parts:
structure	FLuc stim CS	FLuc inh counter	NF-kB neuron act	APP 5'UTR act	G6PDH CS	APP transl inh	Efa HMGR inh	Redox H2O2 prof	Hsp70 act	STAT1 activator
COC(=O)c1[nH]c2ccc(C)cc2c1NC(=O)NC1CCCCC1	1	-5	1.4	-10	0	10	0	0.4	-0.4	102
O=C(NC1CCCC1)C1CCN(C(=O)c2ccc(-c3ccccc3)cc2)CC1	1	-2	1	1	12	-1	2	-0.1	-0.3	91
O=c1c2cnn(-c3ccccc3)c2nc(-c2ccco2)n1-c1ccccc1	1	1	0.45	11	2	-11	2	0.9	-0.2	103
COc1ccc(C(=O)c2sc(NC(C)C)nc2N)cc1OC	1.1	-9	0.91	1	11	-1	1	0.0	-0.3	109
CCc1cc2cc(C(=O)Nc3ccc(C)cc3)sc2s1	1	3	1.4	16	-4	-16	-3	2.2	-0.1	123
COc1ccc(C(=O)NC(=S)NNC(=O)c2c(-c3ccccc3)noc2C)cc1	1.1	-7	0.78	-6	0	6	-2	-0.2	-0.4	79
CCN(CC)S(=O)(=O)c1ccc(Cl)c(C(=O)NC(C)C(c2cccs2)N2CCCC2)c1 (centres undefined)	1	3	0.88	3	3	-3	0	-0.3	-0.1	85
CSc1nc2n(n1)C(c1cccc(F)c1)C(C(=O)Nc1ccc(C)cc1C)=C(C)N2 (centres undefined)	1	-1	1	16	4	-16	-4	-2.7	-0.2	105
COC(=O)c1cc(NC(=O)c2nn(C)c(=O)c3ccccc23)cc(C(=O)OC)c1	1	-4	0.6	-11	-1	11	0	0.1	-0.1	100
